Screening results (PubChem)
Scp-1 inhibitor = Scp-1 phosphatase inhibitors, primary screen, biochemical, colorimetric, uHTS; Carboxy-terminal domain RNA polymerase II polypeptide A small phosphatase 1 (Homo …; Recombinant Scp1, phosphopeptide, malachite green phosphate absorbance; inhibition, % at 20 µM; actives 0.88% (n = 340,000); AID 493091, 2011;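 active = inhibition above about 50% at 20 µM, limit read from the data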;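 note: plate controls were DMSO wells with enzyme for no effect and wells lacking enzyme for full effect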
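Test system – truncated SCP-1 phosphatase (76-261aa) · Reagent – Phosphorylated 17-residue peptide substrate · Incubation – 45 min room-temperature reaction, 5 min colour, 30 min stabiliser · Detection – colorimetric phosphate reagent with accelerator and stabiliser, absorbance at 630 nm · Measure – % inhibition at 20 µM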
LMPTP block = LMPTP phosphatase inhibitors, primary screen, biochemical, fluorescence intensity, uHTS; Low molecular weight phosphotyrosine protein phosphatase (Homo sapiens), P24666; recombinant LMPTP-A, OMFP fluorogenic substrate; inhibition, % at 20 µM; actives 0.22% (n = 360,000);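 active = compounds that cut the enzyme signal by at least half of the control window in the single-dose screen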;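 note: plate controls were DMSO wells with enzyme plus substrate for no effect and substrate without enzyme for full effect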
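Test system: LMPTP-A, protein tyrosine phosphatase of low molecular weight; Input: 0.625 nM enzyme; Incubation: 50 min dark incubation at room temperature; Signal: endpoint fluorescence intensity from OMFP dephosphorylation; Read-out basis: % inhibition versus control wells.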
DNMT1 block = human DNMT1 methyltransferase inhibitors, primary screen, biochemical, molecular beacon, fluorescence, HinP1I cleavage, uHTS. inhibition (reported as % activation of signal), % at 10 µM. actives 0.83% (n = 360,000); in the data active = inhibition above about 50%
Target sequence (P26358 504-1616 limits assumed): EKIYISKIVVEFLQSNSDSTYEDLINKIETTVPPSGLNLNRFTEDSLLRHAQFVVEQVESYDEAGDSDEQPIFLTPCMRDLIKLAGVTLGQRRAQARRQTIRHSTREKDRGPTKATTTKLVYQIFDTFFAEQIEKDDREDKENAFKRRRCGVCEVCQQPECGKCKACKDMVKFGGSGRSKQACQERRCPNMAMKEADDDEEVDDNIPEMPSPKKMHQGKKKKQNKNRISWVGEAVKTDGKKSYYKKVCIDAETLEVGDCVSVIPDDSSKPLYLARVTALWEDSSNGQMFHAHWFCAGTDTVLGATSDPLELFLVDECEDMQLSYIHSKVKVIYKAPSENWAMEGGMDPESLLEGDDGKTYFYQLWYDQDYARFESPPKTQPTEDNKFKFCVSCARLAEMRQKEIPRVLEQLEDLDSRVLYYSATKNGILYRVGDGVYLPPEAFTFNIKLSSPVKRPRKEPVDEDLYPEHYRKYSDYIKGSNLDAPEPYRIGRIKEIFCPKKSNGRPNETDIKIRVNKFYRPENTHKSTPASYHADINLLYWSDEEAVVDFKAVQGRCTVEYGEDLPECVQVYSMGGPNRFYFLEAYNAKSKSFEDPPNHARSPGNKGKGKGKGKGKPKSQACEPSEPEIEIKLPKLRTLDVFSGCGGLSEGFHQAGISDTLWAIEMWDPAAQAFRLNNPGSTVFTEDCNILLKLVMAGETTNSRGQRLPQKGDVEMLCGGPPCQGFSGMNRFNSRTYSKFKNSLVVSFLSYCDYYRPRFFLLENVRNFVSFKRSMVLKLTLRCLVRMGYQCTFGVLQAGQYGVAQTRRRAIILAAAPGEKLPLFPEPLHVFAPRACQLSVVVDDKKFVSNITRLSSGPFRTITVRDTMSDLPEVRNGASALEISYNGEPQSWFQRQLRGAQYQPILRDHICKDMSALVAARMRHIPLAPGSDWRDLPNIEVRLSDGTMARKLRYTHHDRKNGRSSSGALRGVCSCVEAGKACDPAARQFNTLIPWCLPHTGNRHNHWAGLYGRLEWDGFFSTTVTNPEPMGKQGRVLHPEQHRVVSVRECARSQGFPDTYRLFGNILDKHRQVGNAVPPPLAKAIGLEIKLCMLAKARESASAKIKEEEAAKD
PABP1 MLLE inh = inhibitors of PABP1 MLLE–PAM2 peptide binding, primary screen, biochemical, fluorescence polarization, FITC-PAM2, GST-MLLE; Polyadenylate-binding protein 1 (Homo sapiens), P11940; inhibition, % at 20 µM; actives 0.36% (n = 360,000); AID 588489, 2011; in the data active = inhibition above about 35%, passing the limit was not always enough;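 note: plate controls were DMSO wells with GST-MLLE for no effect and wells lacking GST-MLLE protein for full effect; some results filed as inactive read as strong as hits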
Tb MetRS inh = T. brucei MetRS inhibitors, primary screen, biochemical, luminescence. methionyl-tRNA synthetase (Trypanosoma brucei brucei). purified T. brucei MetRS, ATP depletion, Kinase-Glo luminescence. inhibition, % at 11.9 µM. actives 0.4% (n = 360,000). AID 624268, 2012;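 active = inhibition above a per-plate cutoff of the control wells' mean inhibition plus 3 SD, cut at about 5.5% in these data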;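 note: 0% = DMSO wells median and 100% = median of wells with control inhibitor compound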
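Material: parasite MetRS enzyme / Replication: singlicate, one well per compound / Signal: luminescence of leftover ATP / Schedule: 2 h aminoacylation at 25 °C after 15 min preincubation / Medium: HEPES-MgCl2-KCl buffer plus DTT, spermine, BSA, pyrophosphatase / Doses: 11.9 µM single point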
SUMO1 PPI mod = modulators of SUMO1 protein-protein interactions, primary screen, biochemical, uHTS | SUMO1 binding to a labelled peptide, TR-FRET, 1 h | inhibition, % at 20 µM | actives 0.33% (n = 360,000) | AID 602429, 2012; in the data active = inhibition above about 37%
Rpn11 inh = Rpn11 (PSMD14) deubiquitinase inhibitors, primary screen, biochemical, fluorescence polarization, uHTS; calls only at 20 µM; AID 588493, 2011; human 26S proteasome, Ub4-pepOG fluorescence polarization; 20S core pre-blocked with epoxomicin; actives 0.59% (n = 360,000); 26S proteasome non-ATPase regulatory subunit 14 (Homo sapiens), O00487;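 active = inhibition at 20 µM, scaled to each plate's controls, above about 33%, limit read from the data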
STEP block = STEP phosphatase inhibitors, primary screen, biochemical, fluorescence intensity, uHTS. AID 588621, 2011. Tyrosine-protein phosphatase non-receptor type 5 (Homo sapiens), P54829. actives 0.25% (n = 360,000). inhibition, % at 20 µM. recombinant STEP, OMFP fluorogenic substrate;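 active = inhibition at 20 µM, scaled per plate between control wells, above about 37%, limit read from the data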;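 note: 0% = DMSO with enzyme and substrate and 100% = substrate only without enzyme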
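System: isolated STEP enzyme; schedule: 20 min enzyme reaction at room temperature, protected from light; medium: Bis-Tris buffer pH 6.0, 2.5 mM DTT, 0.005% Tween 20; signal: fluorescence, 480/540 nm; dosing: single compound dose of 20 µM, 1% DMSO final; also added: OMFP substrate, 25 µM final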
NadD inh = inhibitors of S. aureus NadD, primary screen, biochemical, colorimetric, uHTS | purified NadD enzyme, colorimetric absorbance read-out | inhibition, % at 20 µM | actives 0.78% (n = 360,000) | AID 602399, 2012; in the data active = inhibition above about 26%; note: some compounds past the cut are filed as inactive
CSN inh = inhibitors of CSN-mediated cullin deneddylation, primary screen, biochemical, fluorescence polarization, uHTS; COP9 signalosome complex subunit 5 (Homo sapiens), Q92905; Purified CSN, SCF-Nedd8-OG deneddylation; inhibition, % at 12.5 µM; actives 0.38% (n = 360,000);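 active = pattern-corrected inhibition above about 35%, with an unprinted fluorescence ratio check between 0.5 and 1.5, limit read from the data, passing the limit was not always enough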;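 note: 0% = enzyme with substrate and 100% = substrate without enzyme; some results filed as inactive read as strong as hits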
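Assay system: purified human Csn5 enzyme expressed in HEK293T cells; Input: 0.24 nM Csn5 enzyme, final concentration; Reagent: 10 nM SCFSkp2-Nedd8OG; Compound dosing: 12.5 µM single point; Times: reaction 90 min, room temperature; Technique: fluorescence polarization readout.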
Active calls of the source: *; i = inactive; . = no result given.

SMILES	Scp-1 inhibitor	LMPTP block	DNMT1 block	PABP1 MLLE inh	Tb MetRS inh	SUMO1 PPI mod	Rpn11 inh	STEP block	NadD inh	CSN inh
O=C(Nc1nnc(C2COc3ccccc3O2)o1)c1ccc(F)cc1 (centres undefined)	-8	-1.2	2	-8	-0.3	4	i	0	5	-17
CCCc1nc2oc3cc(OC)ccc3c(=O)c2c(=O)n1Cc1ccco1	31	6.9	49	1	0.3	29	i	-4	18	17
NC(=O)c1ccc(SCC(=O)OCC(=O)NCc2cccs2)c([N+](=O)[O-])c1	-7	-0.9	4	7	-0.4	-18	i	4	4	2
COc1ccc(Cl)cc1C(=O)NNC(=O)CN1C(=O)C2CC=CCC2C1=O (centres undefined)	-6	-0.5	2	-3	-0.2	2	i	-4	-3	1
Nc1c(-c2cccs2)cnc2c(-c3ccc(F)cc3)cnn12	-16	1.0	-4	-5	-0.1	-14	i	-5	-6	-1
COc1ccc2c(C)cc(SCC(=O)NC3CCCCC3)nc2c1	2	0.3	-1	-7	-0.2	-22	i	3	4	-4
O=C(COc1ccccc1)N1CCN=C1SCc1cccc(F)c1	6	-0.2	2	3	-0.5	4	i	0	1	-1
CN(C)C(=O)c1ccc(NC(=O)COC(=O)C2CCN(S(=O)(=O)c3ccc4c(c3)OCCO4)CC2)cc1	6	-1.4	-2	-54	-0.4	2	i	-2	2	-2
CC1CC(C)CN(c2ncnc3c2cnn3-c2ccc(Cl)cc2)C1 (centres undefined)	-3	2.0	4	0	-0.3	3	i	4	6	-3
CCOC(=O)C1CCCN(C(=O)CCC(=O)Nc2ccc3nc(N4CCOCC4)cc(C)c3c2)C1 (centres undefined)	-11	0.4	-4	-4	0.1	-2	i	-4	3	-5
COc1ccc([N+](=O)[O-])cc1NC(=S)NC(NC(=O)C(c1ccccc1)c1ccccc1)C(Cl)(Cl)Cl (centres undefined)	-1	3.2	0	20	0.1	-4	i	4	26	0
Cc1ccc(C)c2nc3sc(C(=O)N4CCCc5ccccc54)c(N)c3cc12	-7	3.9	-3	-37	-0.2	-14	i	-4	32*	5
Cc1ccc(C(=O)OCC(=O)NCc2cccc(Cl)c2)cc1S(=O)(=O)N1CCCCC1	4	6.5	1	1	-0.4	6	i	4	-6	-2
COc1ccc(C(O)c2ncc(-c3cccc(OC)c3)[nH]2)cc1 (centres undefined)	.	-1.6	0	-6	0.1	2	i	0	-7	3
O=c1c2ccccc2nc(/C=C/c2cccnc2)n1Cc1ccccc1	-1	1.0	0	-7	0.1	0	i	-5	18	3
COc1cc(NC(=O)Cn2c(C)cc3ccccc3c2=O)cc(OC)c1OC	-11	0.8	-1	-3	0.1	-1	i	-1	0	1
CN1CCN(C(=O)c2cc3c(s2)-c2ccccc2S(=O)(=O)C3)CC1	0	-0.7	2	19	-0.4	-19	i	-4	4	5
C#Cc1cccc(Nc2nc(NCCOC)nc3ccsc23)c1	.	42	-1	7	-0.2	8	i	1	6	-5
CC(C)(C)OC(=O)NCc1ccc(CNC(=O)c2nc[nH]c2C(=O)N2CCN(c3ccccc3)CC2)cc1	0	-0.8	-6	2	-0.4	12	i	1	17	0
Cc1ccc(NC(=O)c2ccc(C(C)(C)C)cc2)cc1-n1cnnn1	-6	1.8	-1	-8	-0.2	3	i	-1	-2	0
COc1ccc(OCC(O)CN2CCOCC2)cc1 (centres undefined)	1	0.8	-6	-35	0.2	-1	i	-2	-6	3
CCn1c(NCc2ccccn2)nc2ccccc21	-1	-0.2	1	-4	-0.8	5	i	2	-2	1
COc1ccc(/C=C/c2cc(C(F)(F)F)[nH]c(=O)n2)cc1OC	-10	0.6	5	-5	-0.7	0	i	0	1	9
C/C=C/C(=O)Nc1cccc(C2=NOC3(C2)C[C@H](C(N)=O)N(C(=O)/C=C/C)C3)c1 (some centres undefined)	-3	-1.8	-1	-14	-0.4	-1	i	1	-1	4
CCOC(=O)c1c(C)[nH]c(C(=O)OCCOc2ccccc2C)c1C	-6	1.2	4	6	-0.6	3	i	-3	-1	9
COc1ccccc1-c1nnc(C2CCN(S(=O)(=O)c3ccc([N+](=O)[O-])cc3)CC2)o1	-8	-0.2	-1	-10	-0.6	-10	i	-1	6	2
COc1cc(-c2cc[n+](C)cc2)ccc1O	-6	-0.4	0	-5	-0.1	-22	i	0	-2	-2
Cc1cccc(NS(=O)(=O)c2c(C)[nH]c(C)c2C(=O)N2CCCC2)c1	-6	-1.6	2	2	26*	-1	i	2	-9	-1
CC1=C(C#N)c2nc(N)c(C#N)c(C)c2/C1=C\c1ccc(OCC(=O)O)c(Cl)c1	3	32	-1	-8	2.5	37*	i	1	4	11
Cc1ccc(C(=O)N2CCc3ccccc3C2)cc1S(=O)(=O)N1CCOCC1	-11	0.0	-3	-4	0.8	5	i	0	1	-2

Retrieved by structure from the list above:
SMILES	Scp-1 inhibitor	LMPTP block	DNMT1 block	PABP1 MLLE inh	Tb MetRS inh	SUMO1 PPI mod	Rpn11 inh	STEP block	NadD inh	CSN inh
C/C=C/C(=O)Nc1cccc(C2=NOC3(C2)C[C@H](C(N)=O)N(C(=O)/C=C/C)C3)c1 (some centres undefined)	-3	-1.8	-1	-14	-0.4	-1	i	1	-1	4
Cc1cccc(NS(=O)(=O)c2c(C)[nH]c(C)c2C(=O)N2CCCC2)c1	-6	-1.6	2	2	26*	-1	i	2	-9	-1
Cc1ccc(NC(=O)c2ccc(C(C)(C)C)cc2)cc1-n1cnnn1	-6	1.8	-1	-8	-0.2	3	i	-1	-2	0
C#Cc1cccc(Nc2nc(NCCOC)nc3ccsc23)c1	.	42	-1	7	-0.2	8	i	1	6	-5
COc1ccc(/C=C/c2cc(C(F)(F)F)[nH]c(=O)n2)cc1OC	-10	0.6	5	-5	-0.7	0	i	0	1	9

Next part
SMILES	Scp-1 inhibitor	LMPTP block	DNMT1 block	PABP1 MLLE inh	Tb MetRS inh	SUMO1 PPI mod	Rpn11 inh	STEP block	NadD inh	CSN inh
CCCCN1C(=O)C(CC(=O)NCCc2ccccn2)CC(C(=O)N(CC)CC)=C1C (centres undefined)	.	1.3	7	6	0.1	23	i	0	-5	1
COc1ccc(/C=C2\SC(=S)N(CC3CCCO3)C2=O)cc1 (centres undefined)	-18	3.4	-1	8	-1.0	-27	i	0	-3	4
CC(C)Cn1c(N)c(C(=O)COC(=O)c2cccc(Cl)c2)c(=O)n(C)c1=O	-11	0.6	-2	-11	0.1	5	i	8	-9	-1
CCC(CO)n1cnnc1-c1ccncc1 (centres undefined)	0	-0.8	4	7	-0.5	0	i	3	-6	1
CC(=O)Oc1ccc2c(c1)CCC1C2CCC2(C)C(OC(C)=O)CCC12 (centres undefined)	1	3.1	3	-3	-1.0	9	i	0	-1	6
CCn1c(N2CCN(S(=O)(=O)CC)CC2)nc2ccccc21	9	-0.1	1	9	-0.5	5	i	1	-6	-6
COc1ccccc1[C@H]1C(c2cccc(Cl)c2)=NN(c2ccccc2)[C@@H]1CO	-12	4.4	-20	-27	1.1	1	i	-2	3	-1
Cc1cc(C)n(-c2ccc(C(=O)N3CCN(S(=O)(=O)c4cccc(Br)c4)CC3)cc2)n1	1	0.0	-2	-4	-0.1	1	i	-2	7	-4
CCOC(=O)CSc1[nH]c(=O)cc(C)c1C#N	50*	-1.3	1	0	-0.1	-2	i	-2	-11	-1
CN(C)S(=O)(=O)c1ccc(C(=O)Nc2nc(-c3cc4ccccc4o3)cs2)cc1	6	0.4	-6	5	-0.8	-4	i	-1	15	-1
O=C(CCS(=O)(=O)c1ccccc1)OCc1ccc([N+](=O)[O-])cc1	-7	-0.5	-1	4	-0.4	-27	i	3	-7	0
COCc1c(C#N)c(NCc2cc(OC)c(OC)c(OC)c2)nc(C)c1[N+](=O)[O-]	-10	0.6	-1	5	-0.6	2	i	-2	-4	2
Cc1ccc(S(=O)(=O)CCC(=O)Nc2ccc3nc(C)sc3c2)cc1	-3	0.7	3	-5	-0.4	3	i	-2	-3	0
Cc1ccc(NS(=O)(=O)c2ccc(NC(=O)c3ccc(-c4ccccc4)cc3)cc2)c(C)c1	-7	-0.4	23	0	0.5	3	i	-12	19	2
COc1ccc(N2CCN(Cc3nc4c(c(=O)n(C)c(=O)n4C)n3CC(C)=O)CC2)cc1	-6	-1.8	-3	0	-0.5	-3	i	4	-1	7
COC(=O)C1C/C(=N/NS(=O)(=O)c2ccc(C)cc2)CS1 (centres undefined)	-9	-1.6	1	35	-0.4	4	i	2	-3	6
O=C(/C=C/c1ccc(NC(=O)c2ccccc2-c2ccccc2C(=O)O)cc1)c1ccccc1	-9	2.0	4	-85	1.1	16	.	-2	9	51*
O=C(CSc1nnc(CN2CCOCC2)n1-c1ccccc1)N1CCc2ccccc21	-5	-2.3	-2	0	0.3	1	i	-2	3	-2
Cc1ccc(CSc2nnc(-c3ccco3)o2)cc1	-6	1.1	-4	-3	-0.1	2	i	2	-8	1
O=C(CSc1nnnn1-c1ccc(Cl)cc1)NC(=O)Nc1ccc2c(c1)OCCO2	-5	-0.5	0	-83	0.1	-2	i	26	29	5
CCOC(=O)N1CCN(C(=O)Nc2sc3nc4n(c(=O)c3c2C)CCC(C)CC4)CC1 (centres undefined)	7	1.6	-6	5	-1.3	-2	i	-1	7	1
Cc1cc(C(=O)Nc2ccc(N3CCCCC3)cc2)no1	-11	-1.2	-1	-10	-0.4	2	i	-1	-6	2
COc1ccccc1N(CC(=O)NC1CCCCC1)S(=O)(=O)c1ccccc1	-9	-1.5	2	12	-0.9	-3	i	0	-6	0
Cc1cc(C)n2nc(-c3cccc(Br)c3)cc2n1	-6	0.2	3	-3	-1.6	10	i	0	-3	-1

Tb MetRS inh, what is marked active above
SMILES	Scp-1 inhibitor	LMPTP block	DNMT1 block	PABP1 MLLE inh	Tb MetRS inh	SUMO1 PPI mod	Rpn11 inh	STEP block	NadD inh	CSN inh
Cc1cccc(NS(=O)(=O)c2c(C)[nH]c(C)c2C(=O)N2CCCC2)c1	-6	-1.6	2	2	26*	-1	i	2	-9	-1
